p53ts 32C kill: kills p53ts cells at the permissive temperature. Potency, µM (titrated, usually from 46.1 µM), for inactives: top-dose activity change, negative = cytotoxicity, usual class: cytotoxic. hit rate 0.93% among 130,000. H1299-p53A138V at 32C, ATP luminescence viability, 24 h. AID 924;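 note: 0% = DMSO and -100% = full killing by reference compound; nearly all actives have a fitted effect of over 55% in size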
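Cells: H1299 p53ts (A138V), 600/well, pre-incubated 16–30 h at 37C. Cpd up to 46 uM, 24 h, 32C. Readout: ATPlite luminescence, 20 min RT. Normalization: DMSO vs tamoxifen 100 uM. AC50 by Hill equation.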
p53ts 39C kill: cytotoxicity in p53ts cells at nonpermissive temperature; hit rate 1.5% among 130,000; Potency, µM (series often up to 46.1 µM), for the others: at the top dose activity change, negative = cell killing, hits mostly cytotoxic; H1299-p53A138V viability at 39C, ATP luminescence, 24 h; note: nearly all actives have a fitted effect of over 55% in size
IkB signaling: suppresses IkB signaling in ABC-DLBCL reporter cells | Potency, µM (series often up to 57.1 µM), for inactives: at the highest dose IkBa stabilization activation | ABC-DLBCL IkBa-CBG/CBR dual luciferase ratio, 4 h; response scale: scaled: untreated 0%, proteasome inhibitor 100% | hit rate 0.04% among 110,000; active = well fitted curve in the direction sought with a large enough effect in the signal ratio, not every such curve was filed as active; inconclusive = small, poorly fitted or top-dose-only effect, or a change in a side signal; the % refers to the signal ratio;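 note: the direction sought is a rising ratio; 0% = basal untreated cells and 100% = reference inhibitor full response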
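Luminescence ratio of IκBα-fused green versus native red beetle luciferase in OCI-Ly3 cells, 4 h post-doxycycline with compound; red signal alone, scaled from basal (0%) to zero light (-100%), flagged nonspecific or cytotoxic effects.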
Peg3 imprint: induces erasure of genomic imprints in mouse ES cells; hit rate 0.02% among 110,000; mouse ES Peg3-LacZ reporter, beta-gal luminescence, 40 h; Potency, µM (highest dose often 60.7 µM), without a hit: at the top dose activity change, positive = activation, most hits filed as activators; AID 1948;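 note: 0% = negative control wells on the plate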
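Readout: BetaGlo luminescence (5 min, room temp) for LacZ from the normally silent maternal Peg3 allele in female Peg3LacZ-Neo ES cells. Cells 300/well, 40 h, 37C, 5% CO2. Data normalized per plate to negative controls.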
* = called active by the depositor; ? = inconclusive; . = no result given; & = joins results of further samples; [ ] = dose if it differs, or a comment. Unless noted, calls come from the whole dose curve; as a rule, active = well fitted curve in the direction sought with a large enough effect; inconclusive = small, poorly fitted or top-dose-only effect, or another doubt; inactive = no such curve, though single readings can be large; an effect the other way counts as inactive or inconclusive. Unless noted, % is set by controls: 0 for no effect and ±100 for the full control effect; potency is the fitted concentration of half-maximal effect.

molecule | p53ts 32C kill | p53ts 39C kill | IkB signaling | Peg3 imprint
CCn1c(=O)cc(SCC(=O)NCc2ccc(F)cc2Cl)c2ccccc21 | -1% | -16% | ? | -7%[10.9 µM]
O=C(c1ccc(F)cc1)C1CCN(C(=O)c2ccncc2)CC1 | -3% | 0% | -1.2% | -9%
Cc1ccc(-c2csc3nc(=O)c(C)nn23)cc1 | 3% | 3% | 0.2% | 6%
c1ccc(-c2nc(-c3ccccn3)no2)cc1 | 5.6µM* | 7.1µM* | . | .
Nc1c(C(=O)NCc2ccccc2)nnn1Cc1ccc(F)cc1 | -4% | 8% | 3.0% | -5%
Cc1ccc(N(Cc2cccs2)C(=O)c2ccccc2)cc1 | -3% | -11% | -1.4% | -16%[10.9 µM]
Nc1ncnc2c1ncn2CCOc1ccccc1 | -7% | -14% | -1.8% | -24%
O=C(CSc1nc(-c2ccco2)cc(C(F)(F)F)n1)NCC1CCCO1 (stereo not drawn) | 1% | -1% | -0.6% | -2%
O=C(CSc1nnnn1-c1ccc2c(c1)CCC2)NCc1cccs1 | -4% | -13% | 8.1% | -4%
CCOC(=O)c1ccc(NC(=O)CS(=O)(=O)Cc2nc(-c3ccc(C)cc3)oc2C)cc1 | 3% | -15% | -2.8% | -9%[10.9 µM]
COCCn1c(SCC(=O)Nc2nnc(C)s2)nnc1-c1ccncc1 | 0% | -10% | 2.0% | -13%
CC1Cc2ccccc2N1C(=O)COC(=O)Cn1nnc(-c2ccccc2)n1 (stereo not drawn) | 5% | -3% | 0.1% | -6%
c1nc(N2CCNCC2)c2cc(-c3ccc4c(c3)OCO4)ccc2n1 | -3% | 7% | -3.7%[11.4 µM] | -37%[inhibitor]
CC1CCN(c2nn3c(=O)c(C(=O)NCCCOC(C)C)cnc3s2)CC1 | 3% | 30%[activator] | -3.6% | -9%[10.9 µM]
CN1CCc2c(sc3c2c(=O)n(-c2cccc(Cl)c2)c2nncn32)C1 | 11% | -2% | -0.4% | -9%
Cc1cc(Nc2nc3ccccc3c3nnc(C)n23)ccc1Br | 14% | -7% | -2.4% | -2%[10.9 µM]
COc1ccc(-n2[nH]c(C)cc2=O)cc1 | -2% | -9% | 1.3% | 9%
Cc1ccc(N(CC(=O)NCc2ccc(OC(C)C)cc2)S(=O)(=O)N(C)C)cc1 | -8% | -23% | 1.3% | 29%[10.9 µM]
COc1cc2c(cc1OC)C(COc1ccc3c(C)cc(=O)oc3c1)N(C(=O)C(C)C)CC2 (stereo not drawn) | 6% | 19% | ? | -7%[10.9 µM]
COCCCNC(=O)c1ccc2nc(CCc3ccccc3)oc2c1 | -10% | -2% | -2.3% | -27%[10.9 µM]

Results in p53ts 32C kill, Peg3 imprint and p53ts 39C kill, for some of the entries so far:
Structure	p53ts 32C kill	Peg3 imprint	p53ts 39C kill
Cc1cc(Nc2nc3ccccc3c3nnc(C)n23)ccc1Br	14%	-2%[10.9 µM]	-7%
COc1ccc(-n2[nH]c(C)cc2=O)cc1	-2%	9%	-9%
Cc1ccc(N(CC(=O)NCc2ccc(OC(C)C)cc2)S(=O)(=O)N(C)C)cc1	-8%	29%[10.9 µM]	-23%
COc1cc2c(cc1OC)C(COc1ccc3c(C)cc(=O)oc3c1)N(C(=O)C(C)C)CC2 (stereo not drawn)	6%	-7%[10.9 µM]	19%
COCCCNC(=O)c1ccc2nc(CCc3ccccc3)oc2c1	-10%	-27%[10.9 µM]	-2%

(next part)
molecule | p53ts 32C kill | p53ts 39C kill | IkB signaling | Peg3 imprint
CCOC(=O)c1cc(-c2ccc3c(c2)OCCO3)nc2c1c(C)nn2CCC#N | 7% | -5% | 0.9% | -17%
Cc1ccc2c(c1)NC(=O)C(CC(=O)NCCCN1CCN(C3CCCCC3)CC1)O2 (stereo not drawn) | 2% | 3% | 1.4% | 7%
C/C=C(\C)C(=O)OC1[C@@H]2C=C3C4CC(=O)OC(c5ccoc5)[C@]4(C)CCC3[C@@](C)(C2=O)C(C(O)C(=O)OC)C1(C)C (stereo partly drawn) | -4% | -6% | . | -7%
CC1CCCCN1CCNC(=O)c1cc2c(=O)n(C)c3ccccc3c2n1C (stereo not drawn) | -7% | 2% | 6.9% | -22%
CCCCC(CC)CN (stereo not drawn) | 2%&4%[1.84 µM] | -1%&6% | -1.3%&-0.3% | -11%&16%
O=c1c2ccccc2nc2c3ccccc3c3nncn3n12 | -6% | 2% | 0.4% | -8%
O=C(C1CC1)N1CCc2cc(S(=O)(=O)NCCC3=CCCCC3)ccc21 | 13% | -3% | ? | -10%
CC(C)OC(=O)CN1C(=O)C(C)(C)Oc2ccc(C(=O)NC(C)(C)C)cc21 | 1% | 2% | -1.4% | -6%
C#CCOC(=O)c1ccccc1C(=O)n1nnc2ccccc21 | 3% | 16% | ? | -24%
O=C(Nc1ccccc1)OCc1ccccn1 | -13% | -5% | 6.3% | -56%[inhibitor]
CC1Cc2cc(C(=O)O)ccc2O1 (stereo not drawn) | -2% | 2% | 0.8% | -4%
CCOc1cc(CN2CCN(c3cccc(C(F)(F)F)c3)CC2)ccc1O | 34%[activator] | -5% | 0.3% | -28%
COC(=O)c1cc2occc2n1CC(=O)Nc1ccc(N(C)C)cc1 | 9% | -28% | -2.5% | -5%[10.9 µM]
COc1ccc2cc(C#N)c(N3CCN(Cc4nnnn4CCC(C)C)CC3)nc2c1 | -4% | 6% | 2.6% | .
Cc1ccc(Cc2nc3ccccc3nc2SCC(=O)N2CCCc3ccccc32)cc1 | 8% | 18% | 0.6% | 10%[10.9 µM]
CC(C)OC(=O)CSc1nc2ccccc2s1 | -6% | 10% | -9.3% | -18%
COc1cc(OC)c(C2=NOC(C(=O)NCc3ccc4c(c3)OCO4)C2)cc1Cl (stereo not drawn) | 7% | -10% | 0.0% | 3%
CC(C)Oc1ccc(C(=O)N2CCC(c3nc4ccccc4s3)CC2)cc1 | 0% | -18% | ? | -9%[10.9 µM]
COCCNC(=O)C1CC(c2cccc(OC)c2)=NO1 (stereo not drawn) | 16% | -5% | -0.1% | -6%
CCCOc1ccccc1C1CC(=O)Nc2cc3c(cc21)OCO3 (stereo not drawn) | ? | 18% | ? | -27%
CCN1CCN(CCCNC(=O)c2cc3c(s2)-c2ccccc2OC3)CC1 | -19% | -26% | -0.1% | -4%[10.9 µM]
O=C(Nc1ccccc1OC(F)F)c1ccc(F)cc1 | -1% | -2% | 1.4% | -6%
Cn1cccc1Cc1nnc(SCC(=O)Nc2ccccc2F)n1-c1ccc(F)cc1 | -6% | 8% | -3.4% | -16%
Cc1ccc(-n2c(=O)c3c4c(sc3n(CC(=O)Nc3cccc(Cl)c3)c2=O)CCCCC4)cc1C | 2% | -17% | 2.6% | ?
O=C(NCc1ccccc1)N1CCN(c2ccc(Cl)c(Cl)c2)CC1 | -25% | -4% | 1.1% | -20%
O=C(Nc1cc(C(=O)N2CCOCC2)cc(C(=O)N2CCOCC2)c1)c1cc(F)c(F)cc1Cl | 5% | 8% | 0.9% | -5%
CCOC(=O)c1c(NC(=O)CSc2nnc(CNc3ccc(OC)cc3)n2C)sc(C)c1C | 11% | -7% | 0.7% | -19%
CCCCCC1=C2CNC(CC(C)C)(C(=O)OC)C=C2C(C)C1=O (stereo not drawn) | 12% | 0% | . | -13%
O=C(Nc1cccc(C(F)(F)F)c1)C12CC3CC(CC(C3)C1)C2 | 5% | 12% | . | .
O=C(COC(=O)C1CC1)Nc1ccc(Oc2ccccc2)cc1 | -7% | -6% | 0.6% | 3%
CC(=O)N1CCc2c(sc3c2c(=O)n(-c2ccc(C)cc2)c(=O)n3Cc2ccccc2C)C1 | 6% | -12% | 7.9% | -4%[10.9 µM]
CCOC(=O)C1CCN(C(=O)CN(c2cccc(C(F)(F)F)c2)S(C)(=O)=O)CC1 | 0% | -4% | 7.2% | .
CCN(CC)C(=O)c1sc2c(c1C)c(=O)n(-c1ccc(C)c(C)c1)c(=O)n2Cc1cc(=O)n2ccccc2n1 | -5% | 9% | -0.7% | -10%[10.9 µM]
Nn1c(SCC(=O)Nc2ccccc2F)nnc1-c1cccnc1 | 3% | 6% | 1.2% | -6%
COc1ccccc1CNc1ccnc(-c2ccccc2C(F)(F)F)n1 | -12% | -15% | 2.7%[11.4 µM] | -1%
CCOC(=O)CNC(=O)c1cc(C)oc1C | -5% | 8% | 3.7% | -2%
COCCn1c(=NC(=O)c2ccc3c(c2)OCCO3)sc2cc(C(=O)OC)ccc21 | -3% | -11% | ? | 10%[10.9 µM]
O=C(CNc1ccccc1)Nc1ccc(F)cc1 | -6% | -7% | ? | -25%
CCOc1ccc(Cn2c(CNS(=O)(=O)c3ccc([N+](=O)[O-])cc3)nc3cccnc32)cc1 | 5% | ? | 0.5% | -2%[10.9 µM]
Nc1ccn([C@H]2O[C@@H](COP(=O)(O)O)[C@@H](O)[C@H]2O)c(=O)n1 | -6%[9.22 µM] | -12%[9.22 µM] | 2.0%[11.4 µM] | -28%[10.9 µM]

Record cards (already shown). Order of screens: p53ts 32C kill | p53ts 39C kill | IkB signaling | Peg3 imprint
Nc1ncnc2c1ncn2CCOc1ccccc1 reads -7% | -14% | -1.8% | -24%
COCCn1c(SCC(=O)Nc2nnc(C)s2)nnc1-c1ccncc1 reads 0% | -10% | 2.0% | -13%
CCn1c(=O)cc(SCC(=O)NCc2ccc(F)cc2Cl)c2ccccc21 reads -1% | -16% | ? | -7%[10.9 µM]

Further records
molecule | p53ts 32C kill | p53ts 39C kill | IkB signaling | Peg3 imprint
Cc1[nH]n(C(N)=S)c(=O)c1N=Nc1ccc(S(=O)(=O)N2CCCC2)cc1 | 4% | 11% | . | .
Cc1occc1C(=O)NCc1ccccn1 | 7% | 5% | -0.5% | -19%
COc1cc(NC(=O)COc2cccc(OC)c2)cc(OC)c1 | -17% | -14% | ? | -9%
Cc1coc2c(C)c3oc(=O)c(CCC(=O)NCCc4ccccc4)c(C)c3cc12 | -9% | -27% | -1.1% | -2%[10.9 µM]
CCNc1nc(NC(C)(C)C)nc(SC(C(C)=O)C(C)=O)n1 | -14% | -22% | 5.8% | .
CCN(C(=O)c1sc2cc(OC)ccc2c1Cl)c1ccccc1 | 3% | -5% | ? | 12%[10.9 µM]
CCOc1ccc(OCC)c(Nc2nc3ccccc3c3nnc(C)n23)c1 | 3% | 5% | -0.5% | -6%[10.9 µM]
Cc1ccc(NC(=O)CN(C)S(=O)(=O)c2cccc3cccnc23)c(C)c1 | 5% | -15% | -0.6% | -8%[10.9 µM]
COc1ccc(-c2nc(CS(=O)CC(=O)NCc3ccc(Cl)cc3)c(C)o2)cc1 (stereo not drawn) | -3% | -11% | -0.4% | -21%
COc1ccc(S(=O)(=O)N(C)C)cc1NC(=O)[C@H](Cc1ccccc1)N1C(=O)c2ccccc2C1=O | 9% | -17% | . | .
Cc1cc(C)cc(NC(=O)C2CCN(S(=O)(=O)c3c(C)n[nH]c3C)CC2)c1 | 0% | -6% | 0.7% | 22%
O=C(O)C1=CC(=C(c2ccc(O)c(C(=O)O)c2)c2ccc(O)c(C(=O)O)c2)C=CC1=O | 14%&-15% | 18%&-4% | 0.0% | -15%&6%
CCOC(=O)N1CCN(C(=O)c2cccc(NC3=NC4CS(=O)(=O)CC4S3)c2)CC1 (stereo not drawn) | -6% | -1% | 0.8% | -22%
Cc1ccc(C(=O)N2CCN(c3ccc(Cl)cc3)CC2)cc1 | -8% | -8% | -1.0% | -19%
Cc1cccc(-c2cc(NC(=O)COc3ccccc3F)n(-c3ccccc3)n2)c1 | -4% | -13% | -2.3% | 3%[10.9 µM]
CCC(c1nnnn1CCOC)N1CCN(Cc2ccccc2OC)CC1 (stereo not drawn) | -10% | -10% | 1.0% | -15%
CCc1nnc(SCC(=O)Nc2cc(OC)ccc2OC)nc1CC | 0% | -16% | 1.9% | -6%[10.9 µM]
CC1CCc2nc(NCCO)nc(C(F)(F)F)c2C1 (stereo not drawn) | -3% | 12% | -0.5% | -9%

Assay outcomes deposited in PubChem BioAssay by National Center for Advancing Translational Sciences (NCATS).

Outcome played no part in choosing rows. About 1.7% of those tested had a hit in this group.
